High-throughput results from PubChem BioAssay.
RSV CPE inhibition = RSV antiviral activity via CPE protection, HEp-2 cells, primary 10 µM value included (AID 2391); HEp-2 cells, RSV-induced CPE inhibition; higher % means a stronger effect; CPE inhibition, % at 10 µM, or IC50 in µM where a hit was titrated; 310,000 tested, 0.13% active; in the data active means a potency from the dose series; inconclusive means CPE inhibition mostly from about 23% at the one dose, without a potency; inactive means the rest, 99 in 100 with CPE inhibition below about 21%; further: strong numbers were not always called active
Myeloid diff MLP = induction of myeloid progenitor differentiation, primary screen, cell-based, flow cytometry, MLPCN library | ER-HoxA9 myeloid progenitors, lysozyme-GFP differentiation | calls only at 10 µM | 360,000 tested, 1% active;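 active means normalized GFP-positive differentiation at or above the plate's own cutoff, the solvent-only control mean plus 3 SD; inconclusive means no clear call, values can overlap the other calls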;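 further: cells exposed to compound for four days before flow analysis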
MgcRacGAP inhibition = MgcRacGAP GTPase-activating activity inhibitors, confirmation, biochemical, ADP Hunter fluorescence. MgcRacGAP-stimulated Rac1 GTP hydrolysis, ADP Hunter fluorescence; higher % means a stronger effect; GST-tagged Rac1 F28L mutant substrate. inhibition, % at 30 µM; hits with a dose series show IC50 in µM. 340,000 tested, 0.6% active. AID 624330, 2012;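 active means first-screen hits whose inhibition reached a set limit at any dose in the follow-up dose series; inconclusive means inhibition above the set first-screen limit but never retested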;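 further: fluorescence reports GDP produced by GAP-driven GTP hydrolysis; strong numbers were not always called active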
T cell HTS = modulators of CD8 T cell-vesicle binding, primary screen, mouse 2C CD8+ T cells, flow cytometry | calls only at 7 µM | 2C CD8+ T cell-vesicle binding; hits give low values | 330,000 tested, 0.068% active;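 active means response, share of CD8 T cells binding vesicles, and their 90th percentile fluorescence all below set limits, cut at about 80% in these data, passing the limit was not always enough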
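Also added: QL9-peptide-loaded Drosophila micro-vesicles bearing Ld, ICAM-1 and B7-1; Test system: purified 2C TCR transgenic mouse naive CD8+ T cells; Measured by: cytometric PE anti-B7-1 and Alexa647 anti-CD8 signals after 1% paraformaldehyde fixation; Timing: binding step 1.5 h, 37 °C, antibody labelling 20 min, ice.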
WT yeast gro inh = growth inhibition of WT strain, primary screen, mitochondrial fusion inhibitor project, WT and mutant strains, chemical genetic. 190,000 tested, 2.1% active. mitochondrial fusion phenotypic screen. AID 1362, 2008. inhibition, % at 10 µM; in the data active means inhibition above about 58%; tested in S. cerevisiae
Salmonella PhoP GFP = inhibitors of PhoP regulon expression, primary screen, Salmonella Typhimurium, GFP reporter (AID 1863); S. Typhimurium PhoP-regulated promoter GFP reporter, 4 h; higher % means a stronger effect; one-dose inhibition, % at 50 µM; IC50 in µM for titrated hits; 300,000 tested, 0.16% active;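 active means inhibition over 29.93%, a cutoff 3 SD above the screen mean, later confirmed by dose response; inconclusive means inhibition over 29.93% but no dose response follow-up; inactive means inhibition at most 29.93% or unconfirmed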;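 further: 0% = low Mg2+ inducing control and 100% = high Mg2+ repressing control; strong numbers were not always called active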
SV40 large T antigen = SV40 large T antigen inhibitors, biochemical (AID 1903); SV40 large T antigen ATPase/helicase inhibition assay; higher % means a stronger effect; one-dose inhibition, % at 20 µM; IC50 in µM for titrated hits; 310,000 tested, 0.39% active; in the data active means a potency from the dose series; inconclusive means inhibition mostly from about 32% at the one dose, without a potency; inactive means the rest, 99 in 100 with inhibition below about 32%; further: strong numbers were not always called active
West Nile virus CPE = West Nile virus antiviral activity, cell-based, CPE readout (AID 1621); 290,000 tested, 0.02% active; CPE inhibition, % at 10 µM; hits with a dose series show IC50 in µM; West Nile virus-infected cells, CPE inhibition; higher % means a stronger effect; in the data active means a potency from the dose series; inconclusive means CPE inhibition mostly from about 3.7% at the one dose, without a potency; inactive means the rest, 99 in 100 with CPE inhibition below about 2.2%; further: strong numbers were not always called active
b-catenin transl = modulators of beta-catenin nuclear translocation, primary screen, imaging, HeLa cells, immunofluorescence, high-content; AID 1665, 2009; 190,000 tested, 0.3% active; nuclear translocation activity, % at 5 µM;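 active means nuclear translocation activity above 50% at 5 µM, with a well cell count of 50 or more; inconclusive means wells under 50 cells across six images, flagged as toxic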;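 further: per-cell ratio of nuclear to cytoplasmic median beta-catenin stain intensity; plate controls were DMSO negative control for no effect and GSK-3 inhibitor IX positive control for full effect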
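Test system: human HeLa cell line; Doses: 5 µM primary, 0.02–20 µM confirmation; Incubation: 24 h compound exposure, 37°C; Detection: beta-catenin immunofluorescence imaging with DAPI; Read-out: beta-catenin nuclear/cytoplasmic ratio, % activation.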
WT yeast gro inh mutant strain = also measured in WT yeast gro inh; calls as there; inhibition, %; mitochondrial fusion phenotypic screen, mutant strain inhibition
b-catenin transl cell count 5 µM = also measured in b-catenin transl; calls as there; cell count; measured here: cell count, cytotoxicity flag
T cell HTS vesicle-bound % = further read-out of T cell HTS, marked with its call; double positive events, %; measured here: CD8+ vesicle-bound cell fraction;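 binding gate set so that unloaded-vesicle control wells show 10% double positive cells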
Myeloid diff MLP GFP+ MAC1+ % = also measured in Myeloid diff MLP; calls as there; GFP+ MAC1+ double positive, %; measured here: differentiation confirmed by MAC1 staining
* hit, by the source's call; i = inactive; ? = inconclusive; · = not tested or not shown.

SMILES	RSV CPE inhibition	Myeloid diff MLP	Myeloid diff MLP GFP+ MAC1+ %	MgcRacGAP inhibition	T cell HTS	T cell HTS vesicle-bound %	WT yeast gro inh	WT yeast gro inh mutant strain	Salmonella PhoP GFP	SV40 large T antigen	West Nile virus CPE	b-catenin transl	b-catenin transl cell count 5 µM
COc1ccc(CCn2nnnc2C(C(C)C)N2CCN(c3ncccn3)CC2)cc1OC (stereo unspecified)	1.5%	i	1.2	5%	i	13	62*	11*	-2%	6%	·	0.8	705
CC(C)(Oc1ccc(Cl)cc1)C(=O)NC1CCCCC1	-0.8%	i	0.4	14%	i	0	·	·	4%	15%	·	·	·
CN1C(=O)/C(=C/c2cccc(Cl)c2)Sc2ccc(C(=O)N3CCOCC3)cc21	19%	i	1.0	6%	i	8	·	·	-21%	15%	-0.8%	·	·
COc1ccccc1C(=O)Nc1c(C(=O)N(CCN(C)C)Cc2ccco2)oc2ccccc12	0.6%	i	2.7	4%	i	26	·	·	-1%	9%	3.1%	·	·
CCCc1nc2ccccc2c(=O)n1/N=C/c1ccccc1O	2.4%	i	0.6	11%	i	26	27	5	28%	-9%	0.3%	-3.2	995
CCOC(=O)N1CCC(NC(=O)CS(=O)(=O)Cc2nc(-c3ccccc3Cl)oc2C)CC1	14%	i	4.4	12%	i	17	·	·	3%	9%	-0.8%	·	·
CC(Cc1ccccc1)NC(=O)CCCN1C(=O)c2ccccc2C1=O (stereo unspecified)	2.1%	i	0.4	8%	i	65	·	·	-1%	9%	0.3%	·	·
O=[N+]([O-])c1ccc(S(=O)(=O)Nc2cccc(-c3ccc(N4CCCC4)nn3)c2)cc1	22%	i	0.5	5%	i	54	·	·	14%	27%	·	·	·
Cc1ccc(S(=O)(=O)N(C)CC(=O)OCC(=O)NCCN2C(=O)CSC2=O)cc1	-0.6%	i	0.8	6%	i	29	·	·	·	·	·	·	·
COC(=O)c1c(NC(=O)CSc2nncs2)sc2c1CCCCC2	5.7%	i	4.5	11%	i	71	-20	12	2%	21%	0.1%	-1.3	976
CCOC(=O)CNC(=O)CSc1nnc(-c2ccco2)n1N	1.3%	i	2.5	10%	i	8	20	0	-2%	7%	-0.4%	-2.8	965
O=C(NC1CCN(Cc2ccccc2)CC1)c1cccc(OC(F)F)c1	-1.8%	i	0.4	4%	i	27	·	·	-2%	6%	-1.2%	·	·
O=C(C1CCCN(Cc2cccc(Cl)c2)C1)N1CCCCC1 (stereo unspecified)	-0.2%	i	1.7	26%	i	40	·	·	-4%	2%	-0.8%	·	·
COc1cccc(CNC(=S)Nc2cc(C)cc(C)c2)c1	5.6%	i	0.1	1%	i	41	42	26	10%	6%	-0.2%	1.1	1562
CCCCn1c(=O)c2ccccc2n2c(=S)[nH]nc12	3.6%	i	0.4	?	i	18	·	·	3%	11µM*	-0.3%	·	·
Cc1cc(F)ccc1NC(=O)C1CSC2(C)CCC(=O)N12 (stereo unspecified)	0.1%	i	0.5	6%	i	42	·	·	7%	11%	·	·	·
CC(C)c1ccc(S(=O)(=O)N2CCN(C(=O)CN3C(=O)NC4(CCCC4)C3=O)CC2)cc1	0.7%	i	0.7	10%	i	47	·	·	0%	8%	-0.1%	·	·
COCCCNS(=O)(=O)c1ccc(C)cc1	0.2%	i	0.1	6%	i	21	-18	7	0%	33%	0.5%	-1.2	1039
COc1ccc(CNC(=O)C2CC(=O)N(C3CCCCC3)C2)cc1 (stereo unspecified)	2.1%	i	5.3	4%	i	44	·	·	-2%	7%	-0.2%	·	·
Cc1ccc(N(CC(=O)NCCSCc2ccco2)S(=O)(=O)c2ccc(F)cc2)cc1	-0.1%	i	0.4	-6%	i	44	13	-5	-3%	12%	-1.7%	-1.6	1071
O=C(CCCCCNC(=O)c1ccccc1)N/N=C/c1ccc(F)cc1	-0.6%	i	0.1	6%	i	22	3	4	-6%	3%	-0.5%	-1.3	1175
CC(C)(C)c1ccc(NC(=O)c2c(F)cccc2Cl)cc1	43%	i	0.4	-1%	i	36	·	·	-4%	5%	1.4%	1.6	1140
CCCn1nnnc1COc1ccc(C(N)=O)cc1	3.9%	i	0.3	·	i	27	·	·	4%	0%	-0.1%	·	·
COc1cc(OC)c(C2=NOC(C(=O)Nc3ccc4c(c3)OCO4)C2)cc1Cl (stereo unspecified)	14%	i	1.1	8%	i	34	17	-3	0%	6%	-0.1%	-0.9	1031
O=C(COC(=O)c1cccs1)c1ccc2c(c1)OCCO2	1.4%	i	7.6	12%	i	34	17	22	6%	5%	-0.1%	·	·
O=C(CSc1nc(-c2ccccc2)cs1)NCc1ccco1	0.6%	i	1.3	4%	i	43	3	-5	-2%	5%	0.0%	2.1	984
CN1CC(=O)N(C)c2ncn(Cc3ccccc3)c2C1=O	1.2%	i	0.6	10%	i	14	-21	6	3%	7%	0.9%	0.6	1058
Cc1cc(C)c2sc(NC(=O)C3CC3)nc2c1	2.3%	i	2.6	13%	i	17	·	·	·	-1%	-0.4%	·	·
CN(C)c1cc(-c2ccc(Cl)cc2)oc(=O)c1Cl	·	i	0.2	10%	i	13	·	·	-10%	7%	-0.7%	-3.2	1190
O=C(Cc1cc(=O)[nH]c(=O)[nH]1)N1CCC(Cc2ccccc2)CC1	1.6%	i	2.9	4%	i	32	8	6	4%	1%	0.0%	-2.3	1132
CCOC(=O)C1CCCN(S(=O)(=O)c2c(C(=O)N3CCCCC3)c(C)n(C)c2C)C1 (stereo unspecified)	0.1%	i	5.0	10%	i	2	·	·	2%	-5%	-0.2%	·	·
COCCCN1C(=O)/C(=C\c2cccs2)C(C(=O)OC)=C1C	2.4%	i	1.2	4%	i	13	11	1	-1%	5%	0.5%	1.1	936
O=C(NCc1cccnc1)C1CCCN(S(=O)(=O)c2ccc(Br)cc2)C1 (stereo unspecified)	-0.6%	i	1.5	8%	i	56	15	26	-4%	3%	-0.3%	-4.9	1189
COc1cc(C2C(C#N)=C(N)Oc3c2oc(CO)cc3=O)cc(OC)c1OC (stereo unspecified)	0.4%	i	0.6	7%	i	53	13	21	-7%	23%	0.5%	1.1	1161
CN(C)C(/C=C/Nc1ccc(C#N)cc1)=C(C#N)C#N	-2.0%	i	9.3	4%	i	9	-16	-2	-2%	-4%	0.1%	-3.2	1425
COc1ccc2[nH]c(C(=O)O)c(CCN3C(=O)c4ccc(C(=O)O)cc4C3=O)c2c1	0.8%	i	0.7	·	i	28	·	·	7%	4%	0.0%	·	·

Fetched by compound from above, 5 records:
SMILES	RSV CPE inhibition	Myeloid diff MLP	Myeloid diff MLP GFP+ MAC1+ %	MgcRacGAP inhibition	T cell HTS	T cell HTS vesicle-bound %	WT yeast gro inh	WT yeast gro inh mutant strain	Salmonella PhoP GFP	SV40 large T antigen	West Nile virus CPE	b-catenin transl	b-catenin transl cell count 5 µM
O=C(NCc1cccnc1)C1CCCN(S(=O)(=O)c2ccc(Br)cc2)C1 (stereo unspecified)	-0.6%	i	1.5	8%	i	56	15	26	-4%	3%	-0.3%	-4.9	1189
COCCCN1C(=O)/C(=C\c2cccs2)C(C(=O)OC)=C1C	2.4%	i	1.2	4%	i	13	11	1	-1%	5%	0.5%	1.1	936
CN(C)c1cc(-c2ccc(Cl)cc2)oc(=O)c1Cl	·	i	0.2	10%	i	13	·	·	-10%	7%	-0.7%	-3.2	1190
CN(C)C(/C=C/Nc1ccc(C#N)cc1)=C(C#N)C#N	-2.0%	i	9.3	4%	i	9	-16	-2	-2%	-4%	0.1%	-3.2	1425
O=C(COC(=O)c1cccs1)c1ccc2c(c1)OCCO2	1.4%	i	7.6	12%	i	34	17	22	6%	5%	-0.1%	·	·

The listing continues:
SMILES	RSV CPE inhibition	Myeloid diff MLP	Myeloid diff MLP GFP+ MAC1+ %	MgcRacGAP inhibition	T cell HTS	T cell HTS vesicle-bound %	WT yeast gro inh	WT yeast gro inh mutant strain	Salmonella PhoP GFP	SV40 large T antigen	West Nile virus CPE	b-catenin transl	b-catenin transl cell count 5 µM
C=CCn1c(-c2ccc(OC)cc2)csc1=Nc1c(C)n(C)n(-c2ccccc2)c1=O	17%	i	1.0	9%	i	33	6	5	-7%	12%	-0.2%	·	·
COc1cc(CO)cc(-c2cc(CO)cc(OC)c2OC)c1OC	-1.0%	i	1.1	5%	i	18	3	22	-4%	5%	-0.1%	-0.4	1037
COc1ccc(-c2nc(CS(=O)CC(=O)N3CCOCC3)c(C)o2)cc1OC (stereo unspecified)	0.6%	i	0.6	9%	i	32	·	·	-5%	15%	0.8%	·	·
O=C(CN1CCCCC1)c1c[nH]c2ccccc12	0.9%	i	0.4	10%	i	8	·	·	-3%	4%	0.4%	·	·
COc1ccc(OCCCC(=O)OCC(=O)c2ccc3c(c2)NC(=O)CO3)cc1	-1.3%	i	0.6	0%	i	57	·	·	1%	14%	·	·	·
Cc1ccc(C(=O)CCc2ccc(N)cc2)cc1	1.3%	i	0.5	9%	i	52	·	·	0%	12%	-0.5%	·	·
O=C(c1ccc(Cl)c(Cl)c1)N1CCN(Cc2ccc3c(c2)OCO3)CC1	?	i	0.6	10%	i	55	·	·	-5%	10%	-1.8%	·	·
OCCNCCCCOc1ccc(F)cc1	0.5%	i	0.8	0%	i	35	-6	2	13%	11%	-0.5%	0.6	1353
CC(=O)c1cccc(NC(=O)CN2CCN(S(=O)(=O)/C=C/c3ccccc3)CC2)c1	0.1%	i	0.2	5%	i	3	·	·	·	·	·	·	·
O=[N+]([O-])c1cc([N+](=O)[O-])c(Oc2c(F)cccc2F)cc1NN1CCCCC1	-1.6%	i	1.5	6%	i	13	·	·	-5%	9%	-0.3%	·	·
CCC(C)c1ccc(NS(=O)(=O)c2c(C)[nH]c(=O)[nH]c2=O)cc1 (stereo unspecified)	0.5%	i	0.6	12%	i	50	·	·	-4%	7%	-0.6%	·	·
COC(=O)c1sccc1NC(=O)C1CC2CCC1C2 (stereo unspecified)	0.2%	i	0.5	5%	i	50	2	-18	6%	1%	1.8%	·	·
